H1N1 NS1A inhibition – H1N1 influenza NS1A inhibitors, functional cell based assay (AID 504329). NS1A functional cell-based assay, percent inhibition; higher % means a stronger effect. inhibition, % at 12.5 µM; hits with a dose series show IC50 in µM. 0.3% of 340,000 active; in the data active = a potency from the dose series; inconclusive = inhibition above about 27% without an active follow-up result; also: strong numbers were not always called active
VEEV TC-83 Vero – inhibitors of VEEV TC-83 cytopathic effect, confirmation, Vero cells (AID 588727). Vero cells, VEEV TC-83 cytopathic effect inhibition; higher % means a stronger effect. inhibition, % at 20 µM; hits with a dose series show IC50 in µM. 0.13% of 350,000 active; in the data active = a potency from the dose series; inconclusive = inhibition mostly from about 14% at the one dose, without a potency; inactive = the rest, 99 in 100 with inhibition below about 12%; also: strong numbers were not always called active
M. tuberculosis – growth inhibition of non-replicating M. tuberculosis (AID 488890). Mycobacterium tuberculosis non-replicating, growth inhibition; higher % means a stronger effect. inhibition, % at 25 µM, or IC50 in µM where a hit was titrated. 0.39% of 320,000 active; in the data active = a potency from the dose series; inconclusive = inhibition mostly from about 82% at the one dose, without a potency; inactive = the rest, 99 in 100 with inhibition below about 76%;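 also: plate controls were DMSO cells for no effect and high antibiotic wells for full effect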
PhoP GFP inhibition – Inhibition of PhoP regulon, Salmonella typhi GFP reporter cells, confirmation, 4 h (AID 1850) | one-dose inhibition, % at 50 µM; IC50 in µM for titrated hits | 0.33% of 310,000 active | Salmonella Typhi PhoP-promoter GFP reporter, fluorescence, 4 h; higher % means a stronger effect; in the data active = a potency from the dose series; inconclusive = inhibition mostly from about 25% at the one dose, without a potency; inactive = the rest, 99 in 100 with inhibition below about 19%;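 also: 0% = induced wells with vehicle and 100% = uninduced wells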
M. tuberculosis HTS – M. tuberculosis growth inhibition, HTS (AID 449762). M. tuberculosis H37Rv growth inhibition, 7H9 media; higher % means a stronger effect. inhibition, % at 25 µM; hits with a dose series show IC50 in µM. 0.59% of 330,000 active; in the data active = a potency from the dose series; inconclusive = inhibition above about 70% without an active follow-up result;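 also: bacterial growth assessed after seven days of incubation; strong numbers were not always called active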
VEEV TC-83 Vero 10K pilot screen – second read-out of VEEV TC-83 Vero, no call of its own (marks repeat the call); inhibition, %; measured here: 10K pilot screen inhibition
* hit, by the source's call; i = inactive; ? = inconclusive; nt = no result given; & = joins results of further samples.

SMILES	H1N1 NS1A inhibition	VEEV TC-83 Vero	M. tuberculosis	PhoP GFP inhibition	M. tuberculosis HTS	others
Cc1cccc(CC(=O)N2CCC(N3CCC(C(=O)N4CCOCC4)CC3)CC2)c1	5%	0.7%	-2%	7%	0%
O=C(NC1CCN(C(=O)Nc2ccccc2)CC1)C1CCCCC1	-3%	1.6%	-3%	-3%	3%
CCN(CC)S(=O)(=O)c1cc(C)ccc1NC(=S)Nc1cccnc1	5%	i	71%	-2%	2%
O=C(NCCCn1ccnc1)C(=O)NC1CCCCC1	4%	i	-7%	2%	3%
O=C(Cn1cncn1)c1ccccc1	0%	0.0%	-1%	0%	3%
C[C@@H](NC(=O)[C@@H]1Cc2ccccc2CN1)C(=O)Nc1ccc2c(c1)OCO2	-8%	0.6%	18%	-10%	1%
CCOc1ccccc1NC(=O)Nc1ccc(OC)nc1	-1%	1.3%	-18%	-2%	-2%
CC(=O)c1ccccc1Oc1ncnc(N)c1[N+](=O)[O-]	-1%	0.7%	-5%	-11%	-2%
CCOC(=O)/C=C1\SCC(=O)N1CC(O)CN1C(=O)CS/C1=C\C(=O)OCC	-1%	0.1%	-9%	-3%	-1%
O=C(Nc1c(-c2ccccc2)nc2c(Br)cc(Br)cn12)c1ccco1	-6%	5.3%	-2%	-11%	-3%
Cc1ccc(/C=N/NC(=O)c2nnn(-c3nonc3N)c2C(C)C)s1	-2%	1.6%	-16%	3%	4%
O=C1ON=C(c2ccc(Cl)c([N+](=O)[O-])c2)/C1=C/c1cccc([N+](=O)[O-])c1O	-7%	1.5%	9%	nt	-1%
COc1ccc(-n2c(SCC(=O)Nc3nccs3)nnc2-c2ccccc2)cc1	9%	0.7%	-8%	-6%	-2%
CC(C)CCNC(=O)CN(C(=O)CCC(=O)Nc1nccs1)c1ccc2c(c1)OCCO2	2%	0.9%	-7%	11%	1%
CCCCn1c(N)c(N(CC(C)C)C(=O)c2ccc(C)c(S(=O)(=O)N3CCCCC3)c2)c(=O)[nH]c1=O	-2%	1.5%	13%	8%	-1%
O=C(NCc1ccc(Cl)cc1)C1CCN(S(=O)(=O)c2cc([N+](=O)[O-])ccc2Cl)CC1	-4%	i	16%	1%	9%
CCc1ccc(C(=O)OCC(=O)Nc2cccc(S(=O)(=O)NC3=NCCCCC3)c2)cc1	-4%	1.1%	16%	1%	4%
O=C(NNc1ccccc1)Nc1ccccc1F	0%	i	37%	-5%	?
CCc1cccc(CC)c1NC(=S)N1CC2CC(C1)c1cccc(=O)n1C2 (stereo not given)	0%	0.3%	-7%	11%	4%
CC1CCc2c(cnc3ncnn23)C1 (stereo not given)	-15%	1.1%	-6%	-2%	-9%
COC(=O)COc1ccc(Oc2cc(C)nc(SC)n2)nn1	-5%	0.8%	-1%	-9%	-3%
Oc1ccc2ccccc2c1CN1CCCCC1	-17%	2.2%	nt	nt	nt
Cc1cc(S(=O)(=O)Cc2noc(-c3c(C)noc3C)n2)c(C)cc1Cl	6%	2.4%	-4%	8%	3%
Cc1cc(C)cc(NC(=S)NCC2CCCO2)c1 (stereo not given)	-6%	0.6%	11%	7%	-2%
CNC(=S)N1N=C(c2ccc(C)cc2)CC1c1ccc(OC)cc1 (stereo not given)	-11%	0.2%	18%	-1%	18%

As a working copy, some entries already given.
SMILES	H1N1 NS1A inhibition	VEEV TC-83 Vero	M. tuberculosis	PhoP GFP inhibition	M. tuberculosis HTS	others
CCc1cccc(CC)c1NC(=S)N1CC2CC(C1)c1cccc(=O)n1C2 (stereo not given)	0%	0.3%	-7%	11%	4%
CC1CCc2c(cnc3ncnn23)C1 (stereo not given)	-15%	1.1%	-6%	-2%	-9%
COC(=O)COc1ccc(Oc2cc(C)nc(SC)n2)nn1	-5%	0.8%	-1%	-9%	-3%
Oc1ccc2ccccc2c1CN1CCCCC1	-17%	2.2%	nt	nt	nt
Cc1cc(S(=O)(=O)Cc2noc(-c3c(C)noc3C)n2)c(C)cc1Cl	6%	2.4%	-4%	8%	3%
Cc1cc(C)cc(NC(=S)NCC2CCCO2)c1 (stereo not given)	-6%	0.6%	11%	7%	-2%
CNC(=S)N1N=C(c2ccc(C)cc2)CC1c1ccc(OC)cc1 (stereo not given)	-11%	0.2%	18%	-1%	18%

Following part:
SMILES	H1N1 NS1A inhibition	VEEV TC-83 Vero	M. tuberculosis	PhoP GFP inhibition	M. tuberculosis HTS	others
Cc1ccc(C)c(NC(=S)N2C3CCCC2CC(NC(=O)C2CC2)C3)c1 (stereo not given)	0%	i	3%	0%	4%
Cc1ccc(/C=C/c2nnc(-c3ccc(C)cc3)o2)cc1	2%	0.8%	63%	4%	5%
COC(=O)C(NC(=O)CN1C(=O)c2ccccc2C1=O)c1ccc(O)c(OC)c1 (stereo not given)	-3%	2.5%	16%	1%	3%
O=C(O)c1ccccc1NS(=O)(=O)c1ccc2ccccc2c1	5%	1.2%	80%	-2%	13%
C[C@]12CC[C@H](OS(=O)(=O)O)CC1=CC[C@@H]1[C@@H]2CC[C@]2(C)C(=O)CC[C@@H]12	0%&3%&2%	0.4%&0.6%&0.4%	5%&-7%	14%&-9%	-11%&-4%
C=C(C)CN(CC)C(=O)Cn1cnc2c(oc3ccccc32)c1=O	-12%	8.0%	13%	-7%	-5%
Cc1cc(C(=O)N2CCN(c3ccccn3)CC2)c(C)o1	8%	2.9%	5%	-6%	-5%
CC(=O)Nc1ccc(NC(=O)CSc2ccc3nnc(CCNS(=O)(=O)c4ccc(C)cc4)n3n2)cc1	6%	i	6%	-9%	5%
COCC(=O)Nc1cc(OC)cc(OC)c1	0%	0.9%	7%	19%	15%
O=C(CN(Cc1ccc(F)cc1)C(=O)CCC(=O)Nc1nccs1)NCc1ccc(F)cc1	3%	1.5%	10%	0%	3%
Cc1ccc2nsnc2c1S(=O)(=O)N1CCN(C)CC1	-11%	2.3%	-10%	-2%	4%
Cc1cccc2nc(CSc3nc4ccc([N+](=O)[O-])cc4[nH]3)c(Br)n12	2%	7.0%	10%	-10%	9%
CCOC(=O)C1C2C=CC3(CN(c4ccccc4CC)C(=O)C13)O2 (stereo not given)	5%	0.5%	-4%	-9%	5%
CCOC(=O)CSC1=Nc2ccccc2C2=NC(CC(=O)NCc3ccc4c(c3)OCO4)C(=O)N12 (stereo not given)	15%	1.6%	12%	-6%	-5%
Fc1ccc(-n2nnc(-c3ncc[nH]3)n2)cc1	nt	nt	6%	-6%	0%
Nc1c(C(=O)c2cccs2)sc2nsc(SCCN3CCCCC3)c12	-5%	?	?	-34%	43%
COc1ccc(N2CCN(C(=O)C3Cc4ccccc4CN3C(=O)c3ccco3)CC2)cc1 (stereo not given)	-7%	i	27%	nt	3%
CSc1nc2ccccc2cc1/C=C(\C#N)c1cccc(C)c1	-8%	9.2%	10%	9%	7%
Cc1ncc(CN2CCN(CCc3ccccc3)C(CCO)C2)s1 (stereo not given)	1%	5.3%	7%	6%	0%
Cc1cccc(S(=O)(=O)c2c(N)n(/N=C/c3ccco3)c3nc4ccccc4nc23)c1	-4%	10%	7%	-2%	3%
O=C1CCCN1CCC12CC3CC(CC(C3)C1)C2	2%	0.6%	57%	1%	-3%
Cc1ccc(S(=O)(=O)CCC(=O)NCCN2C(=O)S/C(=C/c3ccc(F)cc3)C2=O)cc1	-4%	1.0%	10%	-2%	-9%
O=C(NNc1cccc(Cl)n1)C1CC1	0%	i	-8%	4%	0%
CCOC(=O)C1=C(N)N2C(=O)CSC2=C(C(=O)OC)C1	-2%	1.6%	-4%	3%	-3%
COc1cccc(C(=O)C2CCCN(Cc3cccc(OCCO)c3)C2)c1 (stereo not given)	3%	1.4%	9%	-8%	2%
The results go on:
SMILES	H1N1 NS1A inhibition	VEEV TC-83 Vero	M. tuberculosis	PhoP GFP inhibition	M. tuberculosis HTS	others
CC1CCCC(C)N1C(=O)COC(=O)c1c[nH]c2ccccc12 (stereo not given)	-6%	7.7%	nt	nt	5%
CCOC(=O)c1cc2sc(C)cc2n1CC(=O)NCc1ccc(F)cc1	-2%	0.8%	1%	-8%	1%
O=C1C(Cl)=C(NCCN2CCOCC2)C(=O)c2ccccc21	9%	0.6%	0%	0%	8%
CCN(CC)C(=O)[C@H]1CC(CC(=O)NC(C)(C)C)C(=O)N2CCc3c([nH]c4ccc(OC)cc34)[C@]12C (stereo not given in full)	-9%	i	nt	nt	nt
CN(C)CCNc1ncnc2oc(-c3ccccc3)c(-c3ccccc3)c12	-17%	?	67%	-9%	0%
CS(=O)(=O)N1N=C(c2ccco2)CC1c1ccc(Br)cc1 (stereo not given)	-7%	i	-3%	5%	0%
c1ccc(CSc2ccc3nnc(-c4cccnc4)n3n2)cc1	-4%	2.5%	-12%	0%	2%
Cc1cc(C)cc(NC(=O)CCC(=O)Nc2nnc(C(C)C)s2)c1	5%	i	6%	-1%	0%
N#CC(C#N)=C1C=C2C=C(N3CCOCC3)CCC2CC1 (stereo not given)	1%	i	nt	nt	nt
COC(=O)[C@@H](N)CCCN=C(N)N[N+](=O)[O-]	0%	0.6%	-5%	-16%	-1%
O=C(CCNS(=O)(=O)c1cccc2nsnc12)NCCc1ccccc1	13%	1.2%	5%	8%	-1%
COc1ccc(C=O)cc1OS(=O)(=O)c1ccc(NC(C)=O)cc1	-2%	0.4%	28%	-4%	-2%
C[C@H](NC(=O)c1ccc(C(C)(C)C)cc1)C(=O)N1CCOCC1	-9%	1.0%	-10%	nt	-7%
COc1ncccc1C(=O)N1CCCC(C(=O)c2cc(F)ccc2F)C1 (stereo not given)	0%	0.7%	-18%	-8%	-5%
N#Cc1ccccc1Sc1ccccc1C(=O)OCC(=O)NC12CC3CC(CC(C3)C1)C2	-10%	7.0%	17%	-3%	-4%
CC(SC1CCCC1)C(=O)NC(C)(C#N)C(C)C (stereo not given)	-7%	i	17%	-5%	-6%
CN(C)CCCN(C(=O)c1ccco1)c1nc2c(F)cc(F)cc2s1	2%	0.1%	-1%	1%	0%
Cn1c(SCC(=O)Nc2ncc(C(F)(F)F)cc2Cl)nnc1-c1ccc(Cl)cc1	-2%	i	4%	-12%	-2%
CCNC(=O)CSc1nnc(-c2ccccc2Br)n1-c1cccc(C(F)(F)F)c1	-2%	0.3%	-11%	-4%	7%
Cc1cc2c(cc1C)C(c1ccccc1Br)CC(=O)N2 (stereo not given)	0%	0.7%	3%	-9%	7%
O=C1C(=O)N(c2ccccc2)C(c2ccccc2[N+](=O)[O-])/C1=C(\O)c1ccccc1 (stereo not given)	-3%	1.8%	14%	4%	-2%
CCCn1c(CCl)nc2cc(S(=O)(=O)N3CCOCC3)ccc21	-7%	1.1%	-12%	nt	0%
COC(=O)C1=NNC2(c3ccc(C)cc3)C(=O)N(c3cccc(C)c3C)C(=O)C12 (stereo not given)	18%	i	-13%	-11%	-7%
CC1CC(C)CN(C(=O)CSc2n[nH]c(N)n2)C1 (stereo not given)	0%	1.0%	-6%	nt	-4%
CCCN(CC(=O)Nc1ccc(F)c(F)c1F)Cc1cc(=O)n2ccsc2n1	-2%	4.0%	-7%	-7%	-8%
Next entries:
SMILES	H1N1 NS1A inhibition	VEEV TC-83 Vero	M. tuberculosis	PhoP GFP inhibition	M. tuberculosis HTS	others
Cc1onc(-c2c(Cl)cccc2Cl)c1C(=O)Nc1ccc2c(C(F)(F)F)cc(=O)oc2c1	-3%	4.7%	40%	14%	-4%
COc1cccc(N=Cc2nc(-c3ccccc3)oc2OC(C)=O)c1	-19%	1.8%	?	-3%	4%
CC(C)(C)NC(=O)Nc1nnc(SCC(=O)NC2CCCCC2)s1	-8%	3.8%	7%	7%	6%
CCCCC(=O)Nc1ccc2c(c1)OCCO2	-4%	1.2%	6%	3%	-1%
S=C1CN=C(c2ccccc2Cl)c2cc(Cl)ccc2N1	3%	0.1%	?	-8%	24%
Cc1ccn2cc(CCNC(=O)c3ccc(Br)o3)nc2c1	3%	1.5%	15%	11%	-5%
O=C(c1ccc([N+](=O)[O-])c(CS(=O)(=O)c2ccc(Cl)cc2)c1)N1CCCC1	-10%	i	12%	-11%	-4%	VEEV TC-83 Vero 10K pilot screen=0.1
Cc1cc(C)nc(N/N=C/c2cc(Br)ccc2O)n1	8%	2.4%	?	-12%	?
CCOC(=O)C(=CNc1cc(OC)ccc1-n1cccc1)C(=O)OCC	4%	7.8%	13%	1%	1%
O=S(=O)(/C=C/c1ccccc1)Nc1ccc(F)cc1	-15%	0.6%	12%	-13%	10%
COC(=O)c1cccn(CC(=O)c2ccc(Cl)cc2Cl)c1=O	0%	0.4%	6%	0%	-4%
COC(C/C=C\[C@@H](O)[C@@H](C)OCc1ccccc1)OC	-18%	1.1%	-9%	-7%	8%
CCOc1ccc(CCNC(=O)COC(=O)c2ccc(S(C)(=O)=O)cc2)cc1OCC	3%	0.2%	5%	5%	1%
CCCNC(=O)CSc1ccc(S(=O)(=O)N2CCCC2)cn1	-6%	2.7%	13%	nt	10%

Source: PubChem
